High-throughput results from PubChem BioAssay.
FUS suppressor: suppressors of FUS proteinopathy in yeast | S. cerevisiae FUS-expressing, growth rescue, OD600, 24 h | Potency, µM (series often up to 76.6 µM), for inactives: at the top dose growth rescue (activation), most hits filed as activators | 390,000 compounds, 0.24% hits | AID 1347120;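 further: potency means the concentration at half of the fitted maximal effect; plate controls were DMSO vehicle for no effect and reference control for full effect; nearly all actives have a fitted effect of over 55% in size; some results filed as inactive show a strong effect at the top dose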
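Quantitative HTS measuring growth restoration of FUS-toxic yeast. Galactose-induced cells (OD 0.005) were exposed 24hr at 30C to compounds at several concentrations, then absorbance at 600 nm was recorded.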
IL2 activator: activators of IL-2 | 360,000 compounds, 0.065% hits | IL-2 activation reporter assay, cell-based qHTS; stimulated with anti-CD3/CD4/CD28 beads; in transgenic mouse T cells | AID 652025 | activation, % (series mostly up to about 46 µM); in the data active means activation above about 50%; further: 0% is about no effect
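Quantitative HTS in unstimulated transgenic mouse T cells, with memory T cells as non-tolerant control and PMA/ionomycin as tolerance-bypass control. Compound pretreatment lasted 60 minutes before 18 h bead stimulation; EGFP/DsRed fluorescence read.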
PLK1 PBD inh: blocks phosphopeptide binding to human PLK1 polo-box domain; Potency, µM, for the others: max response, negative = inhibition, hits mostly inhibitors; 360,000 compounds, 2.8% hits; Plk1 PBD binding of FITC phosphopeptide, fluorescence polarization; P53350; further: potency means the concentration at half of the fitted maximal effect; series mostly up to about 57 µM; on the % scale 0 is the no-effect control and ±100 the full control effect; nearly all actives have a fitted effect of over 65% in size
WRN helicase inh: inhibitors of human WRN helicase; WRN helicase unwinding, fluorescent forked duplex, kinetic; Potency, µM (series often up to 114 µM), inactives show top-dose activity change, negative = inhibition, hits mostly inhibitors; 360,000 compounds, 0.46% hits; AID 651768; further: potency means the concentration at half of the fitted maximal effect; on the % scale 0 is the no-effect control and ±100 the full control effect; nearly all actives have a fitted effect of over 55% in size
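WRN at 20 nM final preincubated with compound 15 min at room temperature; reaction started with 100 nM fluorophore/quencher forked duplex oligonucleotide and 2 mM ATP final. Unwinding followed kinetically by red fluorescence (ex 525, em 598 nm).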
PI5P4K alpha inh: blocks human PI5P4K alpha kinase activity; PI5P4Kalpha enzyme, ADP-Glo luminescence, 60 min; active compounds read low; P48426; 330,000 compounds, 1.2% hits; max response, %; AID 652105; active means max response of -50% or lower; further: value at the top dose of about 77 µM; on the % scale 0 is the no-effect control and ±100 the full control effect
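ADP-Glo luminescence end-point read after a 60 min room-temperature kinase reaction of PI5P4Kalpha plus substrate, initiated with ATP at 5 microM final. Buffer: 0.038 M HEPES pH 7.4, EGTA, 0.1% CHAPS, 5% DMSO.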
EPAC1 antagonist: EPAC1 (human) antagonism; 360,000 compounds, 0.14% hits; AID 720709; Potency, µM (top dose mostly 115 µM), without a hit: at the highest dose activity change, negative = inhibition, most hits filed as inhibitors; EPAC1 GEF assay, Rap1b-BODIPY-GDP exchange fluorescence;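 further: potency means the concentration at half of the fitted maximal effect; plate controls were vehicle for no effect and positive control for full effect; nearly all actives have a fitted effect of over 50% in size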
Target sequence (O95398 whole entry, looked up): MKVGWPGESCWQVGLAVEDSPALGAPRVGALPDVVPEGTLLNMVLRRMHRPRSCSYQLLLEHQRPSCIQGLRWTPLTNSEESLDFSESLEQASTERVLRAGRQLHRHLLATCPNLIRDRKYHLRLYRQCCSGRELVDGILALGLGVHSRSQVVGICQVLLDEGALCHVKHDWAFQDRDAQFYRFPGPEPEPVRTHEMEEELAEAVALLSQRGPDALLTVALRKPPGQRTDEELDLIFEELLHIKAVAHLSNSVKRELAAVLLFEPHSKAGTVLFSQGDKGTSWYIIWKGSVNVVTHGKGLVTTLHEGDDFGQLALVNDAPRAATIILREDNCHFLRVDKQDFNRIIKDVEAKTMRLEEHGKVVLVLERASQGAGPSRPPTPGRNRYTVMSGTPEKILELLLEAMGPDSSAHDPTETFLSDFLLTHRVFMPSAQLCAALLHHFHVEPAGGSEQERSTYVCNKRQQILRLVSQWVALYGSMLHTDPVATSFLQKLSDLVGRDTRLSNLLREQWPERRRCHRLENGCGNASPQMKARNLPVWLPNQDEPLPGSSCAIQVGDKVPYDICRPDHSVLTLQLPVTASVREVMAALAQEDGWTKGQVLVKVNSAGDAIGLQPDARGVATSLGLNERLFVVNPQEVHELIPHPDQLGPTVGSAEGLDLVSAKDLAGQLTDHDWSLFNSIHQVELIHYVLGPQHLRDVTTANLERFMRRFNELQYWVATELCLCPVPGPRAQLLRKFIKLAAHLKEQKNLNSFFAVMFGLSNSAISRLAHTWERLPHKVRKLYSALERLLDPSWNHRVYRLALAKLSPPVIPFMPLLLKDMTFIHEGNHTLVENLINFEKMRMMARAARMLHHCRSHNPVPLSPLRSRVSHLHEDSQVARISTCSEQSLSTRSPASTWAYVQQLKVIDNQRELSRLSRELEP
EPAC1 agonist: EPAC1 (human) agonism; 360,000 compounds, 0.073% hits; O95398; EPAC1 agonist qHTS, biochemical assay; response scale: 100% = response to 6.5 mM cAMP; AID 720707; Potency, µM (top dose mostly 154 µM), for the others: at the top dose activation, hits mostly activators; further: potency means the concentration at half of the fitted maximal effect; nearly all actives have a fitted effect of over 60% in size
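Nucleotide exchange assay: 100 nM EPAC1 with 250 nM Rap1B loaded with BODIPY-GDP and 50 uM GDP, room temperature. Fluorescence (480/540 nm) read every 5 min for 30 min; signal change normalized to 6.5 mM cAMP as full agonist.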
aSyn yeast inh: alpha-synuclein toxicity inhibition in yeast | 370,000 compounds, 0.14% hits | Potency, µM (titrated, usually from 46.1 µM), inactives show at the highest dose growth rescue (activation), usual class: activators | Yeast expressing alpha-synuclein, growth rescue, BacTiter-Glo, 24 h; further: potency means the concentration at half of the fitted maximal effect; % of control where 0% means no effect; nearly all actives have a fitted effect of over 65% in size
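Screening used galactose-induced yeast with toxic alpha-synuclein levels, exposed to compound for 24 hr at 30 deg C. Cell growth, read with BacTiter-Glo luminescence, gave the measured signal.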
Abeta rescue: compounds reversing amyloid beta toxicity in yeast; yeast expressing A-beta42, growth rescue, OD600, 48 h; response scale: 0% DMSO, 100% iron-clioquinol control; Potency, µM (highest dose often 46.1 µM), without a hit: top-dose growth rescue, hits mostly activators; 410,000 compounds, 0.063% hits; further: potency means the concentration at half of the fitted maximal effect; nearly all actives have a fitted effect of over 55% in size
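Yeast A-beta toxicity model in growth medium with pinned compounds, 48 h at 30 C; growth read as absorbance at 600 nm. Normalized to FeCl3/clioquinol equimolar mix (positive) and DMSO (negative).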
Numbers without * were called inactive; · = not tested or not shown; [ ] = dose if it differs, or a comment. Unless noted, the call rests on the fitted dose curve; in most records, active means well fitted curve in the direction sought with a large enough effect; inconclusive means small, poorly fitted or top-dose-only effect, or another doubt; inactive means no such curve, though single readings can be large; an effect the other way counts as inactive or inconclusive.

SMILES	FUS suppressor	IL2 activator	PLK1 PBD inh	WRN helicase inh	PI5P4K alpha inh	EPAC1 antagonist	EPAC1 agonist	aSyn yeast inh	Abeta rescue
Cc1cccc(-n2c(SCC(=O)NCc3ccc4c(c3)OCO4)nc3ccccc3c2=O)c1	·	2.8	0%	4%	5	-14%	5%	-1%	3%
C/C=C(\C)C(=O)N1CC2(CC(c3cccc(NC(=O)COc4ccc(Cl)cc4)c3)=NO2)C[C@@H]1C(N)=O (some centres not stated)	6%	0.2	1%	3%	3	0%	-5%	-10%	-16%
C=C1CCN([C@@H](CC(C)C)C(=O)NCCC(C)C)S(=O)(=O)c2ccccc21	22%	-0.4	-14%	-3%	-11	-17%	-19%	7%	6%
CCN(CC)C(=O)/C(=C\c1cccc([N+](=O)[O-])c1)NC(=O)c1ccco1	·	-0.4	0%	8%	-1	3%	3%	2%	1%
COc1cc(NC(=O)C2CC(=O)NC3=C2C(=O)CCC3)cc(OC)c1 (configuration not stated)	9%	-0.6	-1%	3%	·	12%	2%	-1%	-5%
COc1cc2nc(C3CCC3)n(N)c(=O)c2cc1OC	-20%	0.3	-1%	-6%	-4	-7%	-18%	0%	-13%
Cc1ccc(C(=O)NCC(=O)OCCCOC(=O)CNC(=O)c2ccc(C)cc2)cc1	21%	1.9	-8%	-3%	5	2%	7%	-2%	1%
CCc1ccccc1NC(=O)c1cnc2n(c1=O)CCS2	-28%	0.0	-8%	-3%	8	2%	7%	-1%	-7%

Next compounds.
SMILES	FUS suppressor	IL2 activator	PLK1 PBD inh	WRN helicase inh	PI5P4K alpha inh	EPAC1 antagonist	EPAC1 agonist	aSyn yeast inh	Abeta rescue
CC(NC(=O)c1ccc(C#N)cc1)C1CC2CCC1C2 (configuration not stated)	17%	0.4	0%	-5%	4	13%	0%	4%	-20%
O=C(O)CC(NS(=O)(=O)c1c(F)cc(F)cc1Br)c1ccccc1Cl (configuration not stated)	24%	2.8	-28%	-9%[57.1 µM]	5	-28%	1%	0%	14%
Cc1cc(C)n2nc(C(=O)Nc3ccc(S(=O)(=O)N(C)C)cc3)nc2n1	11%	-1.0	-11%	13%	1	-8%	7%	-6%	10%
CCOC(=O)C1CCCN(CCC(=O)Nc2ccccc2)C1 (configuration not stated)	2%	0.6	-1%	8%	-4	5%	-3%	-17%	1%
COCCn1c(C)cc(/C=C(\C#N)C(=O)OC(C)C(=O)Nc2ccc(NC(C)=O)cc2)c1C (configuration not stated)	-5%	-0.3	8%	-3%	-4	-13%	0%	-1%	-3%
CC1=Nc2ccc3ccccc3c2C1(C)C	-3%	-0.3	2%	0%	2	-14%	2%	3%	30%
O=C(COc1cccc(C(F)(F)F)c1)NCC(c1ccco1)N1CCCC1 (configuration not stated)	23%	-0.5	-2%	-1%	-4	-6%	-28%	6%	-9%
NC(=O)CS(=O)(=O)c1nc2ccccc2n1Cc1ccccn1	5%	1.0	-5%	11%	-5	13%	-4%	-8%	-17%

The list continues.
SMILES	FUS suppressor	IL2 activator	PLK1 PBD inh	WRN helicase inh	PI5P4K alpha inh	EPAC1 antagonist	EPAC1 agonist	aSyn yeast inh	Abeta rescue
CCc1ccc(NC(=O)N2CCC(c3ccccc3)C2)cc1 (configuration not stated)	-11%	1.7	5%	-8%	-1	-28%	4%	3%	-7%
Cc1cc(OCC(=O)NCC(O)c2ccccc2)c2c(C)cc(=O)oc2c1 (configuration not stated)	-12%	-4.5	-22%	6%	0	4%	-8%	3%	1%
O=C(NC1CCN(Cc2cccc([N+](=O)[O-])c2)CC1)c1ccccc1	-11%	-1.4	-5%	0%	8	-4%	1%	-7%	5%
Cc1cc2oc(=O)cc(Cn3ccnc3)c2cc1C	17%	-1.5	-4%	-2%	1	10%	5%	-1%	9%
COc1ccc(NC(=O)CNC(=O)Cn2cnc3sc4c(c3c2=O)CCCC4)cc1OC	6%	-2.4	0%	-5%	2	0%	18%	3%	12%
Cc1ccsc1C(=O)N1CCCCCC1(C)C(=O)NCC(C)C (configuration not stated)	-10%	1.0	-1%	-4%	2	14%	-10%	-4%	-27%
CC(C)CN1C(=O)c2ccc(NC(=O)c3cccs3)cc2C1=O	20%	-1.4	-5%	-2%	·	-2%	-2%	-9%	14%
O=S(=O)(c1ccccc1F)N1CCN(CC(O)c2ccccc2)CC1 (configuration not stated)	10%	-0.7	1%	-6%[57.1 µM]	2	-9%	0%	-5%	-7%

Next structures follow.
SMILES	FUS suppressor	IL2 activator	PLK1 PBD inh	WRN helicase inh	PI5P4K alpha inh	EPAC1 antagonist	EPAC1 agonist	aSyn yeast inh	Abeta rescue
COc1ccc(CC(N)c2csc(Nc3ccc(C(=O)c4ccccc4)cc3)n2)cc1 (configuration not stated)	20%	-0.4	-2%	-8%	-2	-6%	-13%	-19%	-14%
Cc1no[n+]([O-])c1COc1ccc(/C=C(\C#N)C(N)=O)cc1	17%	-1.5	21µM*	-1%	-18	0%	-8%	4%	-5%
Cc1cc(C)c(C(=O)COC(=O)C2CCN(c3ccc(C(F)(F)F)cn3)CC2)c(C)c1	16%	-0.6	11%	-5%	16	-15%	-5%	0%	9%
COc1ccc(C(=O)CSc2nnc(CNc3ccc(C)cc3C)n2Cc2ccco2)cc1	46%	-2.6	-4%	-9%	·	-1%	0%	2%	12%
CN(N=Cc1cccc2cccnc12)c1ccc([N+](=O)[O-])cc1[N+](=O)[O-]	·	15	-15%	0%	4	-15%	-10%	-5%	-3%
COc1ccccc1NC(=S)NCCSc1ccc(Cl)cc1	·	-0.1	-2%	-13%	8	-4%	3%	-8%	34%
COc1cccc(CC(C(=O)Nc2cc(C)ccc2C)c2nn[nH]n2)c1OC (configuration not stated)	26%	-0.8	-8%	5%	-8	20%	11%	-8%	-8%
COc1ccc(NC(=O)c2ccc(NC(=O)c3nc4nccc(C)n4n3)cc2)cc1	-16%	2.6	-3%	0%	-9	3%	-4%	0%	11%

In another format: two of the compounds above
COc1ccc(C(=O)CSc2nnc(CNc3ccc(C)cc3C)n2Cc2ccco2)cc1
  FUS suppressor: 46%	IL2 activator: -2.6	PLK1 PBD inh: -4%	WRN helicase inh: -9%	PI5P4K alpha inh: ·	EPAC1 antagonist: -1%	EPAC1 agonist: 0%	aSyn yeast inh: 2%	Abeta rescue: 12%

CN(N=Cc1cccc2cccnc12)c1ccc([N+](=O)[O-])cc1[N+](=O)[O-]
  FUS suppressor: ·	IL2 activator: 15	PLK1 PBD inh: -15%	WRN helicase inh: 0%	PI5P4K alpha inh: 4	EPAC1 antagonist: -15%	EPAC1 agonist: -10%	aSyn yeast inh: -5%	Abeta rescue: -3%

Some of these compounds in order of their number in WRN helicase inh, lowest first:
Compound | PLK1 PBD inh | WRN helicase inh | PI5P4K alpha inh | EPAC1 antagonist
COc1ccc(C(=O)CSc2nnc(CNc3ccc(C)cc3C)n2Cc2ccco2)cc1 | -4% | -9% | · | -1%
COc1ccc(CC(N)c2csc(Nc3ccc(C(=O)c4ccccc4)cc3)n2)cc1 (configuration not stated) | -2% | -8% | -2 | -6%
CN(N=Cc1cccc2cccnc12)c1ccc([N+](=O)[O-])cc1[N+](=O)[O-] | -15% | 0% | 4 | -15%
COc1cccc(CC(C(=O)Nc2cc(C)ccc2C)c2nn[nH]n2)c1OC (configuration not stated) | -8% | 5% | -8 | 20%

More entries follow.
Second line of a record – FUS suppressor, IL2 activator, PLK1 PBD inh, WRN helicase inh, PI5P4K alpha inh, EPAC1 antagonist, EPAC1 agonist, aSyn yeast inh, Abeta rescue
- COc1ccc(NC(=O)CSc2nnnn2C)cc1S(=O)(=O)N1CCCCC1
 : 5%, 0.3, -9%, -29%, 1, -19%, -4%, -2%, 16%
- O=CN(CCN(C=O)CN1CCCCC1)CN1CCCCC1
 : -28%, -0.5, -10%, 4%, 0, 9%, 7%, 0%, -8%
- Cc1cc(NC(=O)CN2C(=O)c3ccccc3S2(=O)=O)no1
 : -5%, -3.9, -15%, 5%, -9, -5%, 4%, -5%, 3%
- CC(=O)Nc1ccccc1OCc1cnc(Cl)s1
 : -2%, 0.4, 4%, -3%, -3, -9%, 6%, 7%, -12%
- Cc1nc(NC(=O)CSc2nc3cccnc3n2Cc2ccccc2)sc1C
 : 37%, -3.0, -1%, 0%, 5, -24%, 0%, -1%, 23%
- CCCN(Cc1ccco1)S(=O)(=O)c1ccc(OC)c(OC)c1
 : 21%, 1.3, 5%, -1%, 6, -5%, -8%, 7%, 5%
- COc1ccc(-c2cn3c(C)c(C(=O)NC(C)C)sc3n2)cc1
 : 14%, -1.5, -2%, -1%, ·, 14%, -5%, 1%, -18%
- CC(C)(C)c1ccc(/C=C2/SC(N3CCCC3)=NC2=O)cc1
 : 42%, -0.6, -15%, -8%, 3, -4%, 9%, 7%, -35%[inhibitor]
- CN1CCCC(OC(=O)c2ccc3c(c2)OCCO3)C1 (configuration not stated)
 : ·, 0.3, -2%, 8%, 1, -8%, -5%, -4%, -13%
- C=CCn1c(SCC(=O)c2c(N)n(C3CC3)c(=O)[nH]c2=O)nnc1-c1ccc(OC)cc1
 : 15%, 2.5, -16%, -6%, -4, -1%, 0%, 0%, -4%

Further compounds follow:
Second line of a record – FUS suppressor, IL2 activator, PLK1 PBD inh, WRN helicase inh, PI5P4K alpha inh, EPAC1 antagonist, EPAC1 agonist, aSyn yeast inh, Abeta rescue
- O=C(COC(=O)c1ccccc1O)Nc1cccc2ccccc12
 : -21%, 1.1, -8%, 0%, 0, -21%, -2%, -8%, -6%
- O=C(c1ccncc1)c1ccc(NS(=O)(=O)c2ccc(Br)s2)cc1
 : -19%, -1.6, -8%, -21%, ·, -7%, 2%, 2%, 1%
- CC(CC(=O)c1cccs1)CC(=O)c1cccs1
 : -5%, 1.0, -1%, 0%, ·, 0%, 4%, -11%, -15%
- COc1ccc(N(C)S(=O)(=O)c2cccc(C(=O)Nc3ccc(-n4cnnn4)cc3)c2)cc1
 : 6%, -1.8, -11%, -10%, 1, 2%, 12%, -5%, -8%

Rows were taken by chance; about 4.1% have a hit in one of these screens.
